# ATXN viability – cell viability loss in ATXN counter-screen; 400,000 tested, 0.49% active; AID 651635; S2 cells (HEK-293 line with an ATXN2-luciferase reporter) viability, CellTiter-Fluor protease fluorescence, 24 h; Potency, µM (highest dose often 56.7 µM), most hits filed as cytotoxic; further: potency means the concentration at half of the fitted maximal effect; nearly all actives have a fitted effect of over 40% in size
# HepG2 tox – kills HepG2 cells in TGF-b inhibitor counter-screen | HepG2 CAGA-GFP viability, ATP luminescence, 18 h | Potency, µM (top dose mostly 46.1 µM), without a hit: at the highest dose activity change, negative = cytotoxicity, usual class: cytotoxic | 410,000 tested, 0.76% active | AID 588856; further: potency means the concentration at half of the fitted maximal effect; some results filed as inactive show a strong effect at the top dose
#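 HepG2 CAGA-GFP cells (1000/well, DMEM with 1% FBS) received compound, then TGF-beta at 500 pg/mL final, and were incubated 18 hours at 37 degrees C. Viability was read by CellTiter-Glo luminescence. Media-only wells were set as complete cell-killing and DMSO as no toxicity.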
# IL-2 act – IL-2 activation | activation, % (series mostly up to about 46 µM) | IL-2 activation reporter assay, cell-based qHTS; stimulated with anti-CD3/CD4/CD28 beads; in transgenic mouse T cells | 360,000 tested, 0.065% active | AID 652025; in the data active means activation above about 50%; inconclusive means mostly about 30% to 49%; further: 0% is about no effect
#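 Unstimulated transgenic mouse T cells preincubated 60 min with compound, then stimulated with anti-CD3/anti-CD4-coated beads plus anti-CD28 for 18 h at 37 degrees C. IL-2 response read as EGFP and DsRed fluorescence by plate cytometry.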
# A549 viability – kills or reduces viability of A549 cells in Nrf2 counter-screen. A549 ARE-Fluc cells, CellTiter-Fluor viability, 18-24 h. AID 504648. 390,000 tested, 0.16% active. Potency, µM (highest dose often 46 µM), for inactives: top-dose activity change, negative = cytotoxicity, actives largely listed as inhibitors; further: potency means the concentration at half of the fitted maximal effect; on the % scale 0 is the no-effect control and ±100 the full control effect
#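 Cytotoxicity counterscreen: CellTiter-Fluor fluorescence was measured in A549 ARE_Fluc cells after 18-24 h of compound exposure in a concentration series. The subsequent BugLite luminescent read reports ARE-luciferase activity.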
# EPAC2 agonist – agonists of human EPAC2 (RAPGEF4); EPAC2 activation, biochemical qHTS; response scale: 100% = 6.5 mM cAMP response; Potency, µM (doses to about 154 µM), inactives show top-dose activation, most hits filed as activators; 360,000 tested, 0.079% active; further: potency means the concentration at half of the fitted maximal effect; nearly all actives have a fitted effect of over 50% in size
# Target sequence (Q8WZA2 whole entry, looked up): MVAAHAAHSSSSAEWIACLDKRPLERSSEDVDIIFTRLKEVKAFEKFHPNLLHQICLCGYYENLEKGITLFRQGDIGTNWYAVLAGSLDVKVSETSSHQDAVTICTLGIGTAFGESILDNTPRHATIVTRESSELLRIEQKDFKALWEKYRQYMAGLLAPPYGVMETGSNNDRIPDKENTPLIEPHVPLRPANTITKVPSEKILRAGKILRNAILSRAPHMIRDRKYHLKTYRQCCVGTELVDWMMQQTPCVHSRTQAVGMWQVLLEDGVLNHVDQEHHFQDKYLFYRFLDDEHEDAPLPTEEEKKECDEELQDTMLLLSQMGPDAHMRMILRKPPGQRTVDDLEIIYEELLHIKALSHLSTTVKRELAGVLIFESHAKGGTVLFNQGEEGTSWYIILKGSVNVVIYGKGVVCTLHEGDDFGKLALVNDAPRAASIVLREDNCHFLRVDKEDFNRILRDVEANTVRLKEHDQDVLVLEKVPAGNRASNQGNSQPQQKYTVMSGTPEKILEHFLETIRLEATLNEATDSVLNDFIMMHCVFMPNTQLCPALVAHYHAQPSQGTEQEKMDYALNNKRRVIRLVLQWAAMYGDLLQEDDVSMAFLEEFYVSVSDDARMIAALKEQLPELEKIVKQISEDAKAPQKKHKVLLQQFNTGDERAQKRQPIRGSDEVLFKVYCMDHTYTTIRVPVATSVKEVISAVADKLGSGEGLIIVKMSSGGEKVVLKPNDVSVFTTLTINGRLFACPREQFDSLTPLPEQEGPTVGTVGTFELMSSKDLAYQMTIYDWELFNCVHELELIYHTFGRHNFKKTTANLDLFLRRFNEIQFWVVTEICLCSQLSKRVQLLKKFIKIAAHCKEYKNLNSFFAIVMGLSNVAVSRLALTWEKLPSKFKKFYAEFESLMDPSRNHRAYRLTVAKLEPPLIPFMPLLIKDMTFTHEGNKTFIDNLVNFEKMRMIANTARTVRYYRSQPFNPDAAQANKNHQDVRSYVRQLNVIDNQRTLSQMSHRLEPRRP
#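 Setup: EPAC2 100 nM, labeled Rap1B complex 250 nM, free GDP 50 uM. Compound titrations pinned in, brief spin, 5 min room temperature incubation. Kinetic fluorescence read over 30 min, normalized to 6.5 mM cAMP.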
# ATXN2 expr inh – ATXN2 expression inhibition; HEK-293 ATXN2-luciferase reporter, luminescence, 24 h; Potency, µM (top dose mostly 57 µM), inactives show at the highest dose activity change, negative = inhibition, usual class: inhibitors; 360,000 tested, 0.72% active; AID 1745845; further: potency means the concentration at half of the fitted maximal effect; on the % scale 0 is the no-effect control and ±100 the full control effect; nearly all actives have a fitted effect of over 55% in size
#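 qHTS (up to 57 uM final) was run with 24 h compound exposure of reporter cells at 37 °C. Each well was multiplexed: SteadyGlo luminescence measured ATXN2-luciferase expression after a fluorogenic Gly-Phe-AFC viability readout (25 uM final).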
# Nrf2 block – inhibitors of Nrf2 signaling | AID 504444 | A549 ARE-Fluc reporter, luciferase luminescence, 18-24 h | 360,000 tested, 2.1% active | Potency, µM (titrated, usually from 46 µM), for the others: at the highest dose activity change, negative = inhibition, most hits filed as inhibitors; further: potency means the concentration at half of the fitted maximal effect; on the % scale 0 is the no-effect control and ±100 the full control effect; nearly all actives have a fitted effect of over 60% in size
#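 Nrf2 function is reported as luminescence of an ARE-controlled luciferase in A549 cells. Compounds were tested at several concentrations, and a CellTiter-Fluor read on the same wells flagged cytotoxicity.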
# TGFb inhibitor – inhibitors of TGF-b signaling | HepG2 CAGA-GFP TGF-b/SMAD3 reporter, GFP fluorescence, 18 h; TGF-beta stimulated, 500 pg/mL final | AID 588855 | 410,000 tested, 1.2% active | Potency, µM (top dose mostly 46.1 µM), for the others: top-dose activity, negative = inhibition, hits mostly inhibitors; further: potency means the concentration at half of the fitted maximal effect; on the % scale 0 is the no-effect control and ±100 the full control effect; nearly all actives have a fitted effect of over 65% in size
#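 HEPG2 CAGA-GFP cells (1000/well, DMEM with 1% FBS) were pre-incubated 2 h at 37 degrees C, given compound by pin tool, then stimulated with TGF-beta at 500 pg/mL final for 18 h before per-cell GFP fluorescence imaging.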
# Nrf2 activator – activates Nrf2 signaling | AREc32 ARE-luciferase reporter (MCF7-derived line), luminescence, 24 h | Potency, µM (series often up to 46.1 µM), inactives show at the top dose activation, hits mostly activators | 410,000 tested, 0.31% active | AID 624171; further: potency means the concentration at half of the fitted maximal effect; % of control where 0% means no effect; nearly all actives have a fitted effect of over 65% in size
#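 Each well held 1000 AREc32 cells, which were incubated with compound for 24 hr at 37 deg C after overnight attachment, and ARE reporter activity was quantified by firefly luciferase luminescence.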
# Active calls of the source: *; i = inactive; ? = inconclusive; . = not tested or not shown; [ ] = remark or other dose. Unless noted, the call rests on the fitted dose curve; in most records, active means well fitted curve in the direction sought with a large enough effect; inconclusive means small, poorly fitted or top-dose-only effect, or another doubt; inactive means no such curve, though single readings can be large; an effect the other way counts as inactive or inconclusive.
1) CC1CN(C(=S)Nc2ccc(SC(F)F)cc2)CC(C)O1 (stereo not drawn)
2) Cc1ccc(S(=O)(=O)c2cn(Cc3ccccc3)c3cc(N4CCOCC4)c(F)cc3c2=O)cc1
3) COc1cccc(NC(=O)c2ccccc2N(Cc2ccccc2)S(C)(=O)=O)c1
4) COCCCNc1nc(N)c([N+](=O)[O-])c(Nc2cc(OC)ccc2OC)n1
5) CCCSCCCNC(=O)CN1C(=O)COc2ccc(S(=O)(=O)N3CCCCCC3)cc21
6) O=C1c2cccc([N+](=O)[O-])c2C(=O)N1c1c[nH]c(=O)[nH]c1=O
screen / no.	1	2	3	4	5	6
ATXN viability	?	.	i	i	?	i
HepG2 tox	-5%	-1%	0%	-15%	-18%	1%
IL-2 act	-1.9	.	0.0	-3.7	.	-0.5
A549 viability	-8%	1%	-5%	1%	-25%	1%
EPAC2 agonist	-1%	.	0%	10%	.	4%
ATXN2 expr inh	2%	.	.	-11%	-1%	18%
Nrf2 block	1%	-16%	4%	-13%	-27%	?
TGFb inhibitor	1%	-31%	-2%	?	?	5%
Nrf2 activator	0.2%	-0.3%	-0.4%	0.2%	0.7%	-0.2%

7) O=C(Nc1ccc(Br)cc1)c1cccnc1N1CCOCC1
8) CCc1cccc(NC(=O)c2cccc3c2C(=O)N(CC2CCCO2)C3)c1 (stereo not drawn)
9) O=C(OCC1CC(c2ccccc2)=NO1)c1ccc(Br)cc1 (stereo not drawn)
10) COc1ccc(Cl)cc1NC(=O)CSc1nc(=O)n(CCN(C)C)c2c1CCCC2
11) Cc1cc(C)c2c(N=NN(C)C)[nH]nc2n1
12) COc1cc(OC)cc(-c2nc(-c3cc4cc(C)ccc4nc3OC)no2)c1
screen / no.	7	8	9	10	11	12
ATXN viability	i	?	i	i	i	i
HepG2 tox	-20%	2%	22%	-58%	-2%	-49%
IL-2 act	-1.0	-1.8	1.7	-3.5	-0.3	0.9
A549 viability	-4%	0%	2%	14%	11%	6%
EPAC2 agonist	2%	13%	5%	-4%	5%	2%
ATXN2 expr inh	.	-12%	6%	-9%	7%	5%
Nrf2 block	4%	?	4%	-19%	24%	-3%
TGFb inhibitor	-28%	0%	19%	-2%	10%	15%
Nrf2 activator	-0.1%	-0.5%	-1.5%	5.3%	2.3%	-0.3%

13) CCO[C@H]1OC(C(=O)N2CCN(Cc3ccc4c(c3)OCO4)CC2)=C[C@@H](C2CCCCC2)[C@@H]1CCCO
14) O=C1N[C@@H](Cc2cn(S(=O)(=O)c3ccc([N+](=O)[O-])cc3)c3ccccc23)C(=O)N[C@H]1Cc1ccccc1
15) Cc1cc(C)n2nc(SCC(=O)Nc3ccc(S(=O)(=O)N(C)C)cc3)nc2n1
16) COC(=O)c1cc(C(=O)NCCCN2CCOCC2)cc([N+](=O)[O-])c1
17) CCOc1cc2[nH]c(=O)n(Cc3ccc(C(=O)NCCOC)cc3)c(=O)c2cc1OCC
18) COc1ccc(NC(=O)CC23CC4CC(CC(C4)C2)C3)cn1
screen / no.	13	14	15	16	17	18
ATXN viability	?	i	i	i	i	i
HepG2 tox	6%	-6%	1%	-16%	-10%	6%
IL-2 act	0.1	-3.1	-0.2	-0.9	0.6	2.0
A549 viability	-1%	1%	0%	1%	6%	-3%
EPAC2 agonist	15%	8%	9%	4%	-4%	10%
ATXN2 expr inh	-38%	-33%	4%	.	-7%	13%
Nrf2 block	-7%	-13%	-23%	-3%	?	13%
TGFb inhibitor	?	?	4%	7%	-7%	?
Nrf2 activator	7.5%	?	0.3%	3.5%	0.5%	-0.6%

19) COc1cc(NC(=O)COC(=O)CCc2cc(OC)c(OC)c(OC)c2)cc(OC)c1
20) CSc1nc2sccc2c(=O)[nH]1
21) Cc1ccc(C)c(NC(=O)CSc2cccc3cccnc23)c1
22) CC(=O)Oc1ccc(C(C)=O)c2c1OCCO2
23) COc1ccc(SCc2noc(C(=O)NC(C)C)c2C(=O)O)cc1
24) CCn1c(=O)cc(OCC(=O)Nc2ccc(C)cn2)c2ccccc21
screen / no.	19	20	21	22	23	24
ATXN viability	i	i	i	i	i	?
HepG2 tox	-33%	-2%	-36%	-6%	0%	-66%
IL-2 act	-0.1	0.5	-0.4	-1.1	1.5	1.2
A549 viability	-1%	0%	-22%	8%	-1%	?
EPAC2 agonist	-12%	-6%	17%	12%	0%	-5%
ATXN2 expr inh	-2%	1%	0%	4%	-3%	?
Nrf2 block	6%	-8%	-26%	-4%	-8%	?
TGFb inhibitor	-9%	11%	8%	2%	11%	13%
Nrf2 activator	-0.4%	0.5%	3.2%	0.2%	-1.2%	0.3%

25) Cc1ccc2nc(-c3ccc(SCC(=O)N4CCc5ccccc54)nc3)[nH]c2c1
26) S=C(NCc1ccccc1)N1CCn2cccc2C1c1ccncc1 (stereo not drawn)
27) CCC(=O)N(CCc1ccccc1)Cc1cc2cc(OC)ccc2[nH]c1=O
28) C=CCC[C@@H](Cc1ccc(F)cc1)C(=O)OC[C@@H](Cc1c[nH]c2ccccc12)NC(=O)[C@@H](CC=C)CC(=O)NCCO
29) O=C(CSc1nc2ccccc2[nH]1)NC1CCCC1
30) CCNc1c(NC(=O)c2ccccc2OCC)c(=O)oc2ccccc12
screen / no.	25	26	27	28	29	30
ATXN viability	i	i	i	32µM*	i	i
HepG2 tox	0%	-1%	-5%	-71%	-18%	-4%
IL-2 act	-0.2	-3.1	0.5	-0.9	0.1	.
A549 viability	-8%	2%	-3%	-21%	2%	-6%
EPAC2 agonist	-5%	-6%	13%	1%	10%	.
ATXN2 expr inh	63%[activator]	-3%	-1%	?	20%	14%
Nrf2 block	-8%	0%	-14%	?	4%	9%
TGFb inhibitor	?	-16%	-2%	?	-16%	22%
Nrf2 activator	8.3%	-0.5%	-0.2%	-1.3%	0.1%	12%

# Record cards (already shown). Values in the order: ATXN viability | HepG2 tox | IL-2 act | A549 viability | EPAC2 agonist | ATXN2 expr inh | Nrf2 block | TGFb inhibitor | Nrf2 activator
# Results for COC(=O)c1cc(C(=O)NCCCN2CCOCC2)cc([N+](=O)[O-])c1 : i | -16% | -0.9 | 1% | 4% | . | -3% | 7% | 3.5%
# Results for Cc1cc(C)c2c(N=NN(C)C)[nH]nc2n1 : i | -2% | -0.3 | 11% | 5% | 7% | 24% | 10% | 2.3%
# Results for O=C(OCC1CC(c2ccccc2)=NO1)c1ccc(Br)cc1 (stereo not drawn) : i | 22% | 1.7 | 2% | 5% | 6% | 4% | 19% | -1.5%

# Other entries follow.
31) CCN1CCN(c2nc3ccccc3nc2C(C#N)S(=O)(=O)c2ccc(C)cc2)CC1 (stereo not drawn)
32) CC(=O)Oc1cccc(N2C(=O)C3C4C=CC(C4=C(C)C)C3C2=O)c1 (stereo not drawn)
33) CCN(CC)S(=O)(=O)c1ccc(Oc2cccc(C(C)=O)c2)nc1
34) CCn1c2ccccc2c2nnc(SCC(=O)NCCOC)nc21
35) O=S(=O)(Nc1ccccn1)c1cccc(S(=O)(=O)c2ccc(Cl)cc2)c1
36) CCc1cccc(NC(=O)c2sc3nc[nH]c(=O)c3c2C)c1
screen / no.	31	32	33	34	35	36
ATXN viability	?	i	i	i	i	.
HepG2 tox	-40%	-7%	-21%	-28%	-3%	-2%
IL-2 act	0.1	-1.6	-2.0	1.9	6.8	.
A549 viability	?	-4%	-5%	-6%	-7%	0%
EPAC2 agonist	0%	1%	3%	-3%	1%	.
ATXN2 expr inh	-5%	2%	-2%	-4%	5%	.
Nrf2 block	-20%	-8%	-10%	-13%	?	.
TGFb inhibitor	?	-14%	8%	0%	10%	-1%
Nrf2 activator	-0.9%	0.1%	0.5%	0.0%	0.4%	0.9%

37) CCOc1cccc(-c2c(C(=O)N/N=C/c3ccncc3)nnn2-c2nonc2N)c1
38) COc1ccccc1C(=O)NC(CCSC)C(=O)NCC(c1ccco1)N(C)C (stereo not drawn)
39) CC1CCC(NC(=O)c2ccc(NS(=O)(=O)c3ccc4[nH]c(=O)[nH]c4c3)cc2)CC1 (stereo not drawn)
40) CCN(C(=N)N=C(N)N)c1ccccc1
41) NS(=O)(=O)c1ccc(CCNCc2ccccc2OCc2ccc(Cl)cc2)cc1
42) C=CCNC(=O)c1ccc(-c2nc(-c3ccc(Cl)cc3Cl)cs2)cc1
screen / no.	37	38	39	40	41	42
ATXN viability	i	i	?	i	i	i
HepG2 tox	-3%	-6%	-13%	-7%	-91%	8%
IL-2 act	0.7	0.4	-2.2	1.4	-2.6	-1.2
A549 viability	1%	2%	-11%	0%	-11%	-9%
EPAC2 agonist	4%	-1%	-5%	15%	7%	-2%
ATXN2 expr inh	14%	-3%	24%	.	?	7%
Nrf2 block	6%	15%	4%	-8%	-22%	-19%
TGFb inhibitor	3%	?	-18%	-7%	?	-3%
Nrf2 activator	-1.0%	-0.5%	-0.3%	-1.3%	3.9%	0.7%

43) N#C/C(=C(/O)CSc1ncn[nH]1)c1nc2ccccc2[nH]1
44) CCCS(=O)(=O)c1nc(S(=O)(=O)c2ccc(C)cc2)c(N2CCN(C)CC2)s1
45) Cc1ccc(S(=O)(=O)NCC(=O)OCN2C(=O)c3ccccc3C2=O)cc1
46) Cc1cc(Cl)ccc1OCC(=O)NNC(=O)CCOc1ccccc1
47) Cc1c(-c2cccc(NC(=O)c3ccc(F)c(F)c3)c2)nc2ncccn12
screen / no.	43	44	45	46	47
ATXN viability	i	i	i	i	.
HepG2 tox	-15%	-3%	-4%	-6%	-24%
IL-2 act	1.7	-2.6	-1.0	-0.3	.
A549 viability	-1%	-3%	-2%	2%	2%
EPAC2 agonist	8%	-4%	27%	-1%	.
ATXN2 expr inh	-4%	10%	-2%	0%	.
Nrf2 block	0%	12%	5%	3%	.
TGFb inhibitor	-3%	-7%	-2%	-19%	?
Nrf2 activator	5.4%	?	0.4%	-0.5%	5.3%

# Assay outcomes as filed in PubChem BioAssay.
